Screening data (PubChem)
SSB-PriA inh: inhibitors of Klebsiella pneumoniae PriA binding to SSB C-terminal tail. inhibition, % at 33 µM. AlphaScreen SSBct-PriA binding, biotinylated peptide. 430,000 compounds, 0.6% hits; in the data active = inhibition mostly above about 37%, no sharp cut-off; inactive = mostly below about 20%;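 note: plate controls were negative control peptide for no effect and reference peptide for full effect; strong numbers were not always called active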
Numbers without * were called inactive; & = joins results of further samples.

No.	mol	SSB-PriA inh
1	Cc1noc(C)c1C(=O)NCC#CCOc1cccc(C(F)(F)F)c1	-39
2	CCOCC(=O)Nc1ccc(-n2nnn(C)c2=O)cc1	0
3	O=C(NCC1CCN(C2CCCC2)CC1)c1ccco1	-3
4	O=C(COc1ccc(F)cc1)Nc1sccc1-c1nc(C2CC2)no1	-1
5	O=C(Nc1ncnc2sccc12)c1cccc([N+](=O)[O-])c1	0
6	O=C(CCc1csc(NS(=O)(=O)c2ccc(F)cc2)n1)Nc1ccc(OC(F)(F)F)cc1	12
7	O=C(C[n+]1ccc2ccccc2c1)c1ccc(-c2ccccc2)cc1	27
8	O=C(NN=Cc1cc(Br)c(Br)o1)C(O)c1ccccc1 (stereo not given)	-4
9	N#C/C(C(=O)NCc1ccco1)=c1/s/c(=C/c2ccncc2)c(=O)n1-c1ccccc1	0
10	C/C(=C/C(=O)O)C(=O)Nc1sc2c(c1C#N)CCCC2	5
11	O=C(/C=C/c1ccc(-c2cccc([N+](=O)[O-])c2)o1)Nc1nccs1	15
12	Cc1nc2sccn2c1-c1nnc(SCC(=O)NCc2ccccc2Cl)n1C	-1
13	CCOC(=O)c1ccccc1NC(=O)Cn1c(=O)n(CCc2nc(-c3ccccc3)no2)c(=O)c2ccccc21	-5
14	O=C(c1ccsc1)N1CCC(c2ccc3c(c2)OCO3)C1 (stereo not given)	5
15	O=C(NCCc1ccncc1)C1COCC(=O)N1Cc1ccccc1 (stereo not given)	-1
16	Cn1ccc(C(=O)Nc2nc(-c3ccc(Cl)cc3Cl)cs2)n1	-21&-2
17	Cc1ccc(S(=O)(=O)NCC(c2ccsc2)N2CCOCC2)s1 (stereo not given)	-3&-3
18	COc1cccc2sc(N(C)CC(=O)Nc3ccc4cn[nH]c4c3)nc12	-20
19	O=C(NCC#CCN1CCCCC1)c1ccc[nH]c1=O	-5
20	CN(CCO)CC1COCCN1C(=O)C1(c2cccs2)CCCC1 (stereo not given)	-6
21	O=C(c1ccc(Br)o1)N(CCn1cccn1)c1nc2c(C(F)(F)F)cccc2s1	-6
22	c1csc(-c2cncc3c2NCCC3)c1	0
23	COc1ccc(/C=C\C(=O)Nc2cc(-c3cccs3)nn2-c2nc(C)c(C)c(=O)[nH]2)cc1OC	-2
24	Cc1cc(OC2CN(S(=O)(=O)CC34CCC(CC3=O)C4(C)C)C2)cc(=O)o1 (stereo not given)	-16
25	COc1ccc(C)cc1NC(=O)CSc1ccc(-c2cccs2)nn1	-14
26	COc1ccc(-n2c(CNC(=O)C34CC5CC(CC(C5)C3)C4)nnc2SC)cc1	-1
27	Cc1cc2ncn(S(=O)(=O)N3CCCC3)c2cc1C	-20
28	O=C(Nc1nnc(-c2ccc(Br)s2)o1)c1cc2ccccc2o1	-10
29	COc1ccc(N=P(c2ccccc2)(c2ccccc2)c2ccccc2)cc1	-5
30	O=C(CSc1n[nH]c(-c2ccncc2)n1)Nc1ccccc1F	44
31	O=C(NCC(c1cccs1)N1CCOCC1)C(=O)Nc1ccc(F)cc1F (stereo not given)	0
32	Cc1ccc(S(=O)(=O)CN=C(NC(=S)N(c2ccccc2)c2ccccc2)c2ccccc2)cc1	-6
33	CCOC(=O)c1sc2nc(C)cc(C)c2c1NC(=O)[C@@H]1COc2ccccc2O1	-9
34	COc1cc(-c2nc(CSc3nc(-c4ccncc4)cc(=O)[nH]3)c(C)o2)cc(OC)c1OC	-6
35	CCOC(=O)C(Sc1nccn1C)C(=O)OCC	4
36	Cc1ccc2nc(C)cc(NN=Cc3ccc(F)cc3)c2c1	2
37	Cc1cc(C)n(CCN2CCN(S(=O)(=O)c3cccc(Cl)c3C)CC2)n1	-1
38	CSc1ccc(-c2noc(CN3C(=O)COc4cc(Cl)ccc43)n2)cc1	-5
39	CC1CCCN(c2nc(-c3ccccn3)nc3ccccc23)C1 (stereo not given)	31
40	COc1cccc(C2C(=C(O)c3ccc4c(c3)OCO4)C(=O)C(=O)N2CCN(C)C)c1OC (stereo not given)	1
41	Cc1c(Cl)cccc1S(=O)(=O)NCc1ccc(C(=O)c2ccco2)s1	-5
42	Cc1ccc(OC2CCCN(C(=O)N3CCOCC3)C2)nn1 (stereo not given)	-3
43	O=C(NCC(O)Cn1c2ccccc2c2ccccc21)NC1CCCCC1 (stereo not given)	0
44	O=C(NCc1ccnc(-c2cccnc2)c1)C1c2ccccc2Oc2ccccc21	-6
45	COc1ccc(F)cc1S(=O)(=O)NC[C@H](O)c1ccc(SC)cc1	3
46	O=C(NCCN1CCN(c2ccccc2F)CC1)C(=O)Nc1ccc2c(c1)OCO2	-7
47	Cc1cc(NC(=O)CCCSc2ccc(NC(=O)c3ccco3)nn2)on1	-18&-4
48	Cc1ccccc1OCC(=O)NCC1CCN(S(C)(=O)=O)CC1	-10
49	O=C(NCc1ccc2c(c1)OCO2)C(=O)NCC1COC2(CCCC2)O1 (stereo not given)	-6
50	Cc1ccc(-c2cnc(SCCNC(=O)c3c(F)cccc3F)[nH]2)cc1	8

Continued.
No.	mol	SSB-PriA inh
51	Cc1cc(NC(=O)CSc2nc3c(c(=O)[nH]2)CN(Cc2ccccc2)CC3)ccc1Br	6
52	CC(C)NC(=O)C(=O)NCCc1ccc(N2CCCC2)cc1	-13
53	Cc1ccc(NC(=O)c2cccc(C(F)(F)F)c2)c(C(=O)c2ccccc2)c1	-5
54	CSC[C@@](C)(O)CNC(=O)c1cc(Br)cs1	-10
55	COc1ccccc1Nc1nc2ccc(SC)cc2s1	20
56	CN(C)C(CNC(=O)C(=O)Nc1nccs1)c1cccc2ccccc12 (stereo not given)	-11&-8
57	Cc1noc(-c2ccsc2NC(=O)COc2ccc(Cl)cc2Cl)n1	-14
58	COc1ccccc1CNC(=O)c1cc(-c2cccs2)nc2c1c(C)nn2C1CCS(=O)(=O)C1 (stereo not given)	3
59	Cc1cc(NS(=O)(=O)c2ccc(NC(=O)CN(C)c3nc4ccccc4s3)cc2)nc(C)n1	-2
60	CC1(C)Cc2cccc(OCC(=O)NCCn3nc(-c4cccnc4)n(C4CC4)c3=O)c2O1	1
61	COc1ccc(NC(=O)C(=O)NCCCn2ccnc2)cc1OC	10
62	COc1ccc2nc(-c3ccc(F)c(NC(=O)c4c(OC)cccc4OC)c3)cn2n1	-5
63	CSc1ccccc1C(=O)NCCn1ccc(-c2ccsc2)n1	-2
64	Cc1cc(C)nc(SCc2nc3ccccn3c2Br)n1	-6
65	COc1ccc(Cl)cc1C(=O)Nc1ccc2c(c1)OCC(C)(C)C(=O)N2C	2
66	O=C(Nc1nc2ccccc2s1)c1csc(Nc2ccccc2)n1	10
67	Cc1cc(NC(=O)c2ccc(S(=O)(=O)N3CC(C)OC(C)C3)cc2)no1 (stereo not given)	-20
68	CCOCC(=O)NCC(OC)c1cccc(F)c1 (stereo not given)	-2
69	COc1ccc(Br)c(C(=O)N(CCc2cccs2)C2CCOCC2)c1	1
70	O=C(NCC(c1ccsc1)N1CCc2ccccc2C1)C(=O)Nc1cccc(C(F)(F)F)c1 (stereo not given)	-13
71	Cc1cc(N2C(=O)C(=O)C(=C(O)c3ccccc3)C2c2cccs2)no1 (stereo not given)	2
72	CCNC(=O)c1nc(C(=O)N2CCN(c3ccccc3F)CC2)cs1	-13
73	CC(C)(C)S(=O)(=O)[C@H]1CCN(S(=O)(=O)c2cccc(-c3ccc(Cl)cc3)c2)C1	-18
74	Cc1n[nH]c(C)c1S(=O)(=O)N1CCN(Cc2nc(-c3cccs3)cs2)CC1	-2
75	CCOc1ccc(-c2noc(CS(=O)(=O)c3cc(C)c(C)cc3C)n2)cc1	-6

A section from further up:
No.	mol	SSB-PriA inh
1	Cc1noc(C)c1C(=O)NCC#CCOc1cccc(C(F)(F)F)c1	-39
2	CCOCC(=O)Nc1ccc(-n2nnn(C)c2=O)cc1	0
3	O=C(NCC1CCN(C2CCCC2)CC1)c1ccco1	-3
4	O=C(COc1ccc(F)cc1)Nc1sccc1-c1nc(C2CC2)no1	-1
5	O=C(Nc1ncnc2sccc12)c1cccc([N+](=O)[O-])c1	0
6	O=C(CCc1csc(NS(=O)(=O)c2ccc(F)cc2)n1)Nc1ccc(OC(F)(F)F)cc1	12

(list continues)
No.	mol	SSB-PriA inh
76	COc1ccc(C(=O)N2CCCC(c3nnc(Cc4ccc(F)cc4)o3)C2)cc1 (stereo not given)	-4
77	NC(=O)c1ccccc1NC(=O)c1cccn(Cc2cccc(F)c2)c1=O	4
78	CN(C)C(CNC(=O)c1ccccc1Cl)c1cccc2ccccc12 (stereo not given)	-11&-5
79	COc1ccc(OC)c2sc(N(CCCN3CCOCC3)C(=O)c3ccn(C)n3)nc12	-7
80	Cn1nc(-c2ccc(F)cc2)cc1C(=O)N1CCC(c2ccsc2)CC1	-12
81	COc1cc2[nH]cc(C(=O)c3ccccc3)c(=O)c2cc1OC	1
82	CCOc1ccc(-c2csc(-n3nc(C)cc3NC(=O)c3ccc(C)c([N+](=O)[O-])c3)n2)cc1	11
83	COc1ccc(NC(=O)c2cn(C[C@H](O)c3cccs3)nn2)cc1Cl	-13
84	O=C(Nc1ccc2c(c1)OCCO2)c1oc2ccccc2c1NC(=O)c1c(F)cccc1Cl	6
85	CCOc1ccc(C=NNC(=O)c2cccc3ccccc23)c(OCC)c1	-16
86	CN(C)[C@@H](CNC(=O)C(=O)Nc1cccc(Cl)c1)c1cccs1	-1
87	COc1ccccc1OCC(=O)NN=Cc1cccc2cccnc12	26
88	COC(=O)c1ccccc1NS(=O)(=O)c1ccc(C(C)(C)C)cc1	-5&0
89	CCOC(=O)c1sc2nc(NC(=O)c3cc(=O)c4ccccc4o3)sc2c1C	7
90	O=C(Nc1nc2c(s1)COc1ccccc1-2)c1ccccc1Cl	-18
91	COc1ccc(OC)c(-c2cc(C(=O)N3CCCC[C@H](c4ccc(F)cc4)C3)n(C)n2)c1	10
92	Cn1cnnc1SCCNC(=O)c1cc2ccccc2[nH]1	-13
93	COc1ccc(CCC(=O)NC2CCN(c3cc4c(nn3)CCCC4)CC2)cc1	-17
94	COc1ccc(CCNC(=O)c2csc3nc(-c4ccc(F)cc4)cn23)cc1OC	-8
95	CCCCOc1ccc(C=NNC(=O)c2csc(C)c2C)cc1	-19
96	Clc1ccc2nc(-n3nc4ccccc4n3)nc(-c3ccccc3)c2c1	-19
97	Nc1nonc1-n1nnc(C(=O)NN=Cc2ccc(Cl)cc2)c1-c1ccc2c(c1)OCO2	6
98	CCN1C(=O)C(C)(C)COc2ccc(NC(=O)c3ccc(Cl)cc3)cc21	14
99	O=C(Cn1cnc2ccccc2c1=O)NCCCn1ccc2cccnc21	-19
100	O=C(Nc1ccc2c(c1)N(C(=O)c1ccco1)CC2)C1CC1	-1&3

Three of the compounds above, field by field:
#85 CCOc1ccc(C=NNC(=O)c2cccc3ccccc23)c(OCC)c1
  SSB-PriA inh: -16

#86 CN(C)[C@@H](CNC(=O)C(=O)Nc1cccc(Cl)c1)c1cccs1
  SSB-PriA inh: -1

#87 COc1ccccc1OCC(=O)NN=Cc1cccc2cccnc12
  SSB-PriA inh: 26

(listing goes on)
No.	mol	SSB-PriA inh
101	CSc1nn(CC(=O)NCc2ccc3c(c2)OCO3)c(N)c1-c1nc(-c2ccc(Cl)cc2)no1	-2
102	N#Cc1ccc(OC2CCN(C(=O)c3cccc(C(F)(F)F)c3)CC2)nc1	-5
103	CSc1ncccc1C(=O)NC(c1cccnc1)C1CCOCC1 (stereo not given)	-8
104	Cc1ccc(C=NN2CCCCC2)o1	-3
105	O=C(COc1ccc(Cl)cc1)NC[C@@H](c1ccco1)N1CCc2ccccc2C1	-9
106	Fc1ccccc1COc1cccc(C=Nn2cnnc2)c1	-18
107	CC(=NOCc1nc2ccccc2c(=O)n1N=Cc1cc(C)cc([N+](=O)[O-])c1O)c1ccccc1	1
108	O=C(/C=C/c1ccc(F)cc1)/C=C/c1ccc(F)cc1	-4
109	CC(=O)c1ccccc1OCC(=O)O	-10
110	CCc1ccc(S(=O)(=O)NCC#CCOc2ccccc2C(N)=O)s1	-13
111	CN(C)C[C@H]1CSCCCN1C(=O)c1cc(=O)c2ccccc2o1	3
112	CCN(Cc1ccccc1)S(=O)(=O)c1ccc(C(=O)Nc2nc(C)c(C)s2)cc1	-5
113	CCOc1ccc(C(=O)Nc2cnoc2)cc1OCC	-20
114	CC(=NNC(=O)c1nc2ccccn2c1C)c1ccco1	-15
115	O=C(Nc1ccc(C23CC4CC(CC(C4)C2)C3)cc1)C(F)(F)F	-8
116	Cc1nc(CSCC(=O)O)cs1	17
117	FC(F)(F)C(=NC1(C(Cl)(Cl)Cl)Oc2ccccc2O1)Nc1ccccc1	5
118	COc1ccc(C(=O)c2c(N)c(C#N)c3ccccn23)cc1	4
119	CCCN1CCCc2cc(CCNC(=O)c3ccc(F)c(F)c3)ccc21	45
120	COc1ccc(Cl)cc1NC(=O)CN1C(=O)c2ccccc2C1=O	-27
121	Cc1ccc(-n2ncc3c(=O)[nH]c(SCC(=O)Nc4nc5ccccc5s4)nc32)cc1	-6
122	CC1(C)COc2cc(NC(=O)c3c(F)cccc3F)ccc2NC1=O	6
123	CCOC(=O)[C@H]1CCCN(C(=O)C(=O)NCc2n[nH]c(=O)c3ccccc23)C1	-8
124	CSCC(C)(O)CNC(=O)c1ccc(S(=O)(=O)N2CCCC2)cc1 (stereo not given)	-4
125	Cc1ccccc1N1CC(O)(c2ccc(Cl)c(Cl)c2)[N+]2=C1CCCCC2 (stereo not given)	-9
126	COc1cc(C=NNC(=S)Nc2cccc(C(=O)O)c2)ccc1O	-33
127	Cc1cc(C)nc(NC(=O)c2c[nH]c3ccccc3c2=O)n1	-11

Some of the entries so far, field by field:
[78] CN(C)C(CNC(=O)c1ccccc1Cl)c1cccc2ccccc12 (stereo not given)
  SSB-PriA inh = -11&-5
[123] CCOC(=O)[C@H]1CCCN(C(=O)C(=O)NCc2n[nH]c(=O)c3ccccc23)C1
  SSB-PriA inh = -8

This is a subset; the hit share may differ from the screen's.
